# From PubChem BioAssay
# Vc quorum ag: induces V. cholerae light production without autoinducers; V. cholerae BH1578 lux reporter, luminescence, 6 h; activation, % at 18.7 µM; actives 0.16% (n = 350,000); AID 588436; in the data active = activation mostly above about 9.7%, no sharp cut-off; inconclusive = no clear call, values can overlap the other calls; inactive = mostly below about 3.7%; note: not every result past the cut was called active; inactives centre near 0; reference of the scale not given here
# FadD28 FP inh: blocks FadD28 binding to the bisubstrate probe; fluorescence polarization; inhibition, % at 12.5 µM; actives 0.22% (n = 360,000); AID 588549; in the data active = inhibition above about 8.5%, passing the limit was not always enough; inconclusive = no clear call, values can overlap the other calls
# GDH-TPI counter: inhibits GDH-TPI coupling enzymes, artifact for Mtb FBA screen; GDH-TPI coupled enzyme counterscreen, NADH absorbance; inhibition, % at 4.8 µM; actives 1.2% (n = 360,000); AID 588335; in the data active = inhibition above about 30%;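 note: 0% = DMSO wells and 100% = wells lacking the enzyme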
# BioA inh: blocks M. tuberculosis BioA enzyme activity. purified M. tuberculosis BioA enzyme, plate reader. inhibition, % at 9.99 µM. actives 0.096% (n = 360,000); in the data active = inhibition above about 40%; inconclusive = no clear call, values can overlap the other calls
# Mtb UGM inh: inhibitors of M. tuberculosis UDP-galactopyranose mutase | P9WIQ1 | purified UGM, fluorescence polarization probe displacement | inhibition, % at 10 µM | actives 0.06% (n = 320,000) | AID 504406; in the data active = inhibition above about 10%, passing the limit was not always enough; inconclusive = no clear call, values can overlap the other calls
# Target sequence (P9WIQ1 whole entry, looked up): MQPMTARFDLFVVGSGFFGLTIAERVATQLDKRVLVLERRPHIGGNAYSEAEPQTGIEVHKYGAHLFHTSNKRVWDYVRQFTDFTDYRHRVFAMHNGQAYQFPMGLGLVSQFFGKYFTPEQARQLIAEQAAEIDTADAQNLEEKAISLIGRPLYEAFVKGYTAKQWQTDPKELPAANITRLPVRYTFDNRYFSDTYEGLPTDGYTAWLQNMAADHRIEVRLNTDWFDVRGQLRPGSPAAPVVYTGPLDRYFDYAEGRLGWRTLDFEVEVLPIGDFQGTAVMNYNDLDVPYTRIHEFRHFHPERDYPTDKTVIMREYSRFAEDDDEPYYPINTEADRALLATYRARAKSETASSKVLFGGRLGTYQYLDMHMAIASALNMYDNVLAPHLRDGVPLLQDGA
# Yp Topo-I inh: blocks Yersinia pestis topoisomerase I activity; Y. pestis Topo-I cleavage product accumulation, plate reader; actives 0.064% (n = 360,000); AID 504884; activity, % at 10 µM; in the data active = activity above about 50%, passing the limit was not always enough; inconclusive = no clear call, values can overlap the other calls; note: inactives centre near 2
# PfHsp40 rescue: compounds rescuing yeast from Plasmodium falciparum HSP40 toxicity | AID 504582 | growth rescue, % at 12.5 µM | S. cerevisiae expressing PfHsp40, growth rescue, ATP luminescence | actives 0.68% (n = 340,000); in the data active = growth rescue above about 28%, passing the limit was not always enough; inconclusive = no clear call, values can overlap the other calls;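 note: yeast W303a lacking pdr1 and pdr3 grown in galactose medium; growth measured after three days at 30 °C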
# Mtb FBA inh: inhibitors of M. tuberculosis fructose-bisphosphate aldolase. P9WQA3. actives 2.3% (n = 360,000). inhibition, % at 1 µM. purified M. tuberculosis FBA, fluorescence read-out; in the data active = inhibition above about 27%;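 note: 0% = vehicle and 100% = reference inhibitor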
# Target sequence (P9WQA3 whole entry, looked up): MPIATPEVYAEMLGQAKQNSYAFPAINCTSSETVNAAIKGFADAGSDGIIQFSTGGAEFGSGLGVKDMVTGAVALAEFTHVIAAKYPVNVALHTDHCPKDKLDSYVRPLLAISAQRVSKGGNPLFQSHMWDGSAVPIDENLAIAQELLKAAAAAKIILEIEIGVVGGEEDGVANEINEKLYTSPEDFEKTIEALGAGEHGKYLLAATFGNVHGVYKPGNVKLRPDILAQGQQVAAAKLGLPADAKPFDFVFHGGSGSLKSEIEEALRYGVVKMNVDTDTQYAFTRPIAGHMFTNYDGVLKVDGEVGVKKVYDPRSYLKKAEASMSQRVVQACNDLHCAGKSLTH
# TcdB GH inh: blocks C. difficile toxin B glycohydrolase activity; P18177; TcdB glycohydrolase enzymatic assay, plate reader; inhibition, % at 9.99 µM; actives 0.24% (n = 350,000); AID 652162; in the data active = inhibition above about 10%
# The depositor's hits bear a star; i = inactive; ? = inconclusive; . = not tested or not shown; & = joins results of further samples. This is a random part of the collection; 4.6% or so of the library scored in one or more.
SMILES,Vc quorum ag,FadD28 FP inh,GDH-TPI counter,BioA inh,Mtb UGM inh,Yp Topo-I inh,PfHsp40 rescue,Mtb FBA inh,TcdB GH inh
CC(C)(C)C1CCc2c(sc(NC(=O)C3CC=CCC3C(=O)O)c2C#N)C1 (stereo unspecified),-0.1,4.2,11,8.5,2.3,5,9.7,-1,.
CC(=O)c1c(C)oc2ccc(N(C(C)=O)S(=O)(=O)c3ccc(Cl)c([N+](=O)[O-])c3)cc12,0.5,-2.8,6,-0.4,-0.8,-3,-0.8,-5,.
C[C@H](CO)N1C[C@H](C)[C@@H](CN(C)C(=O)NC2CCCCC2)Oc2ccc(NC(=O)c3ccncc3)cc2C1=O,i,-2.6,6,-1.4&0.2,0.8,3,-1.1,-2,0.0
COc1ccc(NC(=O)CSc2ncnc3[nH]ncc23)cc1,i,-0.2,-2,-2.3,1.9,0,-0.2,2,1.1
Cc1cccc(N2CCN(CC(=O)Nc3ccc(-n4cnnn4)cc3)CC2)c1C,-3.1,1.8,6,.,-0.8,5,-0.9,2,.
Cn1c(=O)oc2cc(S(=O)(=O)N3CCC(C(=O)NCc4ccccc4)CC3)ccc21,i,-2.1,1,1.0,-1.5,3,-1.5,4,0.2
O=C(Cn1ccc2ccccc2c1=O)NCCC(=O)N1CCCCC1,-0.2,-0.1,2,2.2,-0.7,4,-0.4,2,0.9
NC(=O)CC(NC(=O)c1ccc(Br)cc1)c1ccc(NCc2ccc(F)c(F)c2)c([N+](=O)[O-])c1 (stereo unspecified),i,-0.9,15,3.8,-0.3,-7,-0.7,1,0.8
CCOC(=O)c1ccc(NC(=O)c2cn(-c3ccccc3)nc2-c2ccncc2)cc1,i,-1.0,10,.,-4.2,-2,1.4,0,.
Cc1cccc(N(C)C(=O)COc2cc(=O)n(C)c3ccccc23)c1,-0.2,-2.0,0,0.7,0.9,14,-0.7,0,1.2
CCOc1ccc(CCN2C(=O)c3ccc(C(=O)O)cc3C2=O)cc1OCC,-0.2,-4.2,1,0.3,5.1,-8,-0.5,3,0.1
COc1ccc(C=C2C(=O)NC(=S)NC2=O)cc1,0.8,0.4,1,.,.,4,-1.0,-1,1.4
Cn1cc(CN2CCc3c([nH]c4ccccc34)C2C2CCCCC2)cn1 (stereo unspecified),-0.2,-4.3,-4,1.0,-1.1,0,0.5,-1,1.6
CN(C)c1nc(OCCNC(=O)COc2ccccc2Cl)nc(N(C)C)n1,i,-1.2,15,0.3,1.4,2,-2.1,55*,.
CCOc1cc(C2NCc3ccccc3-n3cccc32)ccc1OC (stereo unspecified),i,.,-5,4.5,-6.1,6,-2.3,0,0.4
N#Cc1nc(-c2ccco2)oc1NCCN1CCOCC1,-2.5,-2.3,7,-1.2,-2.2,1,0.6,26,.
O=C(CCCOc1ccccc1)Nc1cccc([N+](=O)[O-])c1,-0.2,-0.4,0,14,3.4,5,-0.3,-1,1.5
Cc1ccc(S(=O)(=O)N(CC(=O)NCc2ccccn2)c2ccc(Cl)cc2)cc1,-1.3,-3.0,-5,-0.8,-0.8,29,0.6,1,-1.3
O=C(CCn1cnnn1)Nc1ccccc1F,-0.3,-3.2,-1,-0.5,1.8,1,-0.7,-1,0.6
CCCn1nnc(NC(=S)NC(=O)c2cccs2)n1,i,-4.3,4,-3.3,1.4,-3,-0.4,37*,.
Cc1csc(NC(C)c2nc3cc(C(F)(F)F)ccc3n2CCOCCO)n1 (stereo unspecified),i,-2.7,6,-0.2,-3.3,-11,-0.2,-1,0.3
O=C(NCc1nnc2c(C(F)(F)F)cc(Cl)cn12)c1ccc2c(c1)OCO2,5.3,-2.4,5,5.0,0.1,-12,-0.1,-3,-0.3
Cc1noc(C)c1-c1nc(CSc2ccc(Cl)cc2)no1,-0.7,-3.0,0,.,-2.6,-12,2.6,-6,0.2
Cn1nnc2cc(C(=O)NCc3ccco3)ccc21,3.6,-3.3,-9,2.8,1.3,2,-0.1,0,.
C#CCn1c(=NC(=O)CSCC(=O)N2CCOCC2)sc2ccccc21,i,0.0,6,-1.4,1.9,-4,-0.6,3,-0.2
# Continued.
SMILES,Vc quorum ag,FadD28 FP inh,GDH-TPI counter,BioA inh,Mtb UGM inh,Yp Topo-I inh,PfHsp40 rescue,Mtb FBA inh,TcdB GH inh
OC(Cc1ccccc1)(c1ccccc1)C1CN2CCC1CC2 (stereo unspecified),i,-1.9,7,-2.0,1.3,2,-2.2,1,.
CCOc1cc(C)c(Cl)cc1S(=O)(=O)n1cnc2ccccc21,-0.3,-1.3,7,-2.8,1.7,12,0.8,-1,.
Cc1c(Cl)cccc1NC(=O)CCN1CCN(C)CC1,i,-0.3,7,-0.9,0.5,-1,-1.3,2,0.4
CCOC(=O)c1cc(-c2ccc([N+](=O)[O-])cc2)nc2c1c(=O)[nH]c(=O)n2Cc1ccccc1,i,-2.1,-10,-1.4,-3.6,4,0.5,0,1.2
O=C(CSc1nc2cc(Cl)ccc2s1)Nc1cccc(S(=O)(=O)N2CCOCC2)c1,-0.4,-4.6,-6,.,0.6,27,2.3,-1,.
CCCn1c(=NC(=O)c2ccncc2)c(C#N)cc2c(=O)n3cccc(C)c3nc21,2.2,-3.0,0,.,.,-4,-1.2,7,.
Cc1c(Cl)c([N+](=O)[O-])nn1CCCC(=O)Nc1cccc(Cl)c1,1.6,-5.9,-12,.,2.4,-7,0.4,-8,.
COc1ccccc1NC(=S)NC(=O)Cc1ccc(Cl)cc1,0.3,-4.4,2,-1.5,-0.6,-4,0.9,0,0.9
CCCCC1=CC2=CC(=O)C(C)(OC(=O)CC)C(=O)C2=CN1CCc1ccc(Br)cc1 (stereo unspecified),i,-2.1,12,-1.1,-0.3,3,23,0,1.2
O=c1[nH]c(C2CCN(S(=O)(=O)c3ccc(S(=O)(=O)NC4CC4)cc3)CC2)nc2c1nnn2Cc1ccccc1,-16,-0.9,-1,-0.1,-0.4,11,3.2,-2,1.0
Cc1ccc(-c2noc(C3CCCN(C(=O)c4ccccc4Br)C3)n2)o1 (stereo unspecified),-0.3,-2.6,-15,.,4.4,21,0.3,-1,1.0
COc1ccc(C(=O)NCC(c2ccccc2)N2CCCC2)cc1S(=O)(=O)N1CCOCC1 (stereo unspecified),-8.1,-10,5,-0.1,0.5,-2,0.4,1,1.7
CC1CCc2nc3ccccc3c(C(=O)OCC(=O)N(C)C3CCS(=O)(=O)C3)c2C1 (stereo unspecified),-0.7,-2.8,9,.,2.4,8,-0.2,-3,2.3
O=C(/C=C/c1cn(-c2ccccc2)nc1-c1cccnc1)N1CCCCC1,-0.3,-4.7,1,.,-0.9,29,0.0,-2,1.2
COc1ccc(CCNC(=O)C2CCN(S(=O)(=O)c3ccc(OC)c(OC)c3)CC2)cc1OC,-0.6,.,13,-0.8,2.9,6,-3.1,-2,2.1
COc1ccccc1NC(=O)CC1C(=O)Nc2c1c(=O)n(C)c(=O)n2C (stereo unspecified),i,-0.8,6,-2.0,-0.2,5,-0.6,0,.
Cc1noc(NS(=O)(=O)c2ccc(NC(=O)c3cc(=O)c4ccccc4o3)cc2)c1C,-3.8,-2.6,9,4.0,-1.0,-10,0.3,22,2.3
COCCCNC(=O)c1cn(CC(C)C)c(=O)c2c1c1ccccc1n2C,i,1.8,18,-1.4,-1.0,-2,-0.5,19,.
CC(C)(C)c1ccc(C(=O)N2CCC2(C)C(=O)NCc2ccc3c(c2)OCO3)cc1 (stereo unspecified),-4.0,-2.8,-12,-0.1,.,11,.,-1,-0.6
COCN(C#N)c1nc(OC)nc(OC)n1,-0.2,-2.9,-5,-0.9,0.7,-6,0.2,0,-0.1
Cn1nccc1NS(=O)(=O)c1ccc(F)cc1,-0.5,-0.6,-2,.,2.1,6,-0.1,-1,1.2
CC1CC(C)CN(S(=O)(=O)c2ccc(NC(=O)CN3CCCCCC3)cc2)C1 (stereo unspecified),i,-1.2,1,-0.9,.,-9,0.4,4,-0.7
Cc1ccc(CC2CC(=O)N(c3ccc(C)cc3)C2=O)cc1 (stereo unspecified),-0.3,-1.8,-2,2.6,-5.7,8,0.3,-2,1.0
COc1cccc(-n2nnnc2SCC(=O)N2CCCc3ccccc32)c1,-6.7,-5.3,0,0.4,0.3,26,3.3,0,.
O=C(NNc1ccc(O)cc1)c1ccc(Br)cc1,-0.3,0.5,7,-0.7,1.6,-1,12,0,3.3

# Entries of single compounds from above. Values in the order: Vc quorum ag, FadD28 FP inh, GDH-TPI counter, BioA inh, Mtb UGM inh, Yp Topo-I inh, PfHsp40 rescue, Mtb FBA inh, TcdB GH inh
# Listed for CCOc1cc(C2NCc3ccccc3-n3cccc32)ccc1OC (stereo unspecified) : i, ., -5, 4.5, -6.1, 6, -2.3, 0, 0.4
# Listed for Cn1nnc2cc(C(=O)NCc3ccco3)ccc21 : 3.6, -3.3, -9, 2.8, 1.3, 2, -0.1, 0, .
# Listed for Cn1c(=O)oc2cc(S(=O)(=O)N3CCC(C(=O)NCc4ccccc4)CC3)ccc21 : i, -2.1, 1, 1.0, -1.5, 3, -1.5, 4, 0.2
# Listed for COc1cccc(-n2nnnc2SCC(=O)N2CCCc3ccccc32)c1 : -6.7, -5.3, 0, 0.4, 0.3, 26, 3.3, 0, .
# Listed for COCN(C#N)c1nc(OC)nc(OC)n1 : -0.2, -2.9, -5, -0.9, 0.7, -6, 0.2, 0, -0.1

# (cont.)
SMILES,Vc quorum ag,FadD28 FP inh,GDH-TPI counter,BioA inh,Mtb UGM inh,Yp Topo-I inh,PfHsp40 rescue,Mtb FBA inh,TcdB GH inh
O=C1CCCc2ccccc2N1Cc1ccccc1Cl,i,-1.3,13,2.2,-0.5,5,0.3,1,.
O=C(O/N=C(\c1ccccc1)c1ccncc1)c1ccccc1Cl,-0.4,-4.7,-10,-0.7,-2.2,22,116*,-2,3.9
CCN1CCN(c2ccc(S(=O)(=O)N3CCCCC3)cc2NC(=O)c2ccc(C)c(C)c2)CC1,i,-4.9,3,1.1,.,-6,0.4,0,-2.9
CC(C)C(c1nnnn1C1CCCCC1)N1CCN(c2ncccn2)CC1 (stereo unspecified),-0.4,-1.7,6,-0.5,0.9,2,-0.4,0,.
Cc1ccccc1NC(=O)C1c2ccccc2Oc2ccccc21,0.9,-0.2,7,-0.7,2.4,-2,-0.9,0,0.3
CCc1ccc(NS(=O)(=O)c2cccc3nonc23)cc1,i,-2.2,-4,.,-0.5,-16,-1.2,-1,2.5
COC(=O)c1ccc(NC(=O)COc2ccccc2OC)cc1,i,-1.6,-6,0.5,1.4,2,1.4,-1,.
O=C(c1cccs1)c1c[nH]cc1-c1ccccc1,0.5,1.7,2,-3.3,0.1,-12,.,2,1.2
CN(C)S(=O)(=O)c1ccc(NC(=O)c2ccncc2)cc1,-0.3,0.3,-3,.,-1.8,5,-1.8,0,0.5
O=c1nc(N2CCCCCC2)nc(N2CCCCCC2)[nH]1,-0.6,-1.1,3,1.8,1.7,9,0.6,-5,.
Cc1cc(C)cc(C(=O)NC(CC(N)=O)c2ccc(N3CCN(c4ccccc4)CC3)c([N+](=O)[O-])c2)c1 (stereo unspecified),i,-1.0,12,-2.3,-1.1,18,2.0,-1,0.9
Cc1nc2ccc(NC(=O)N3CCSCC3)cc2s1,-25,0.2,8,-1.6,1.8,6,0.2,2,.
Cc1csc(SC(C)C(=O)Nc2ccccc2C)n1 (stereo unspecified),i,-1.7,14,-4.3,-0.5,-4,-1.6,2,0.0
CN1C(=S)SC(N(O)C=C2C=CC(=O)C=C2)C1(C)C (stereo unspecified),i,2.6,21,-1.1,0.1,-4,-1.1,-3,.
Cc1cc(C)n(-c2nc(NCCCO)c3c4c(sc3n2)CCCC4)n1,i,-1.8,2,4.4,-2.1,25,?,1,.
O=C(N1CCCCCC1)n1c(Cc2ccccc2)nc2ccccc21,-7.1,-2.2,-2,0.0,-1.1,17,-0.2,4,.
Cc1ccc2cc(C(c3nnnn3C3CCCC3)N3CCN(c4ccccc4)CC3)c(=O)[nH]c2c1 (stereo unspecified),i,-2.1,19,-1.3,2.4,4,-0.6,-1,.
COc1ccc(C(=O)OCC(=O)c2ccc(C3CCCCC3)cc2)cc1,i,-0.5,-2,-1.3,0.2,7,-0.6,2,.
COCCNC(=O)CN(Cc1ccccc1)S(=O)(=O)c1ccc2nc(C)sc2c1,-0.1,0.8,10,0.6,0.0,10,.,-1,-1.0
